Nrf2 ARE act = Nrf2 pathway activation; Potency, µM (series often up to 46.1 µM), without a hit: at the highest dose activation, hits mostly activators; actives 0.31% (n = 410,000); AREc32 ARE-luciferase reporter (MCF7-derived line), luminescence, 24 h; also: potency is read from the fitted curve at half-maximal effect; % of control where 0% means no effect; nearly all actives have a fitted effect of over 65% in size
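For detection, Steady-Glo was added and plates sat 30 min at RT; before that, AREc32_Fluc cells grown overnight in OPTI-MEM/5% FBS had been treated with 23 nL compound for 24 hr at 37 deg C.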
EPAC2 ag = agonists of human EPAC2 (RAPGEF4); Q8WZA2; EPAC2 activation, biochemical qHTS; response scale: 100% = 6.5 mM cAMP response; actives 0.079% (n = 360,000); Potency, µM (series often up to 154 µM), without a hit: top-dose activation, hits mostly activators; also: potency is read from the fitted curve at half-maximal effect; nearly all actives have a fitted effect of over 50% in size
Target sequence (Q8WZA2 whole entry, looked up): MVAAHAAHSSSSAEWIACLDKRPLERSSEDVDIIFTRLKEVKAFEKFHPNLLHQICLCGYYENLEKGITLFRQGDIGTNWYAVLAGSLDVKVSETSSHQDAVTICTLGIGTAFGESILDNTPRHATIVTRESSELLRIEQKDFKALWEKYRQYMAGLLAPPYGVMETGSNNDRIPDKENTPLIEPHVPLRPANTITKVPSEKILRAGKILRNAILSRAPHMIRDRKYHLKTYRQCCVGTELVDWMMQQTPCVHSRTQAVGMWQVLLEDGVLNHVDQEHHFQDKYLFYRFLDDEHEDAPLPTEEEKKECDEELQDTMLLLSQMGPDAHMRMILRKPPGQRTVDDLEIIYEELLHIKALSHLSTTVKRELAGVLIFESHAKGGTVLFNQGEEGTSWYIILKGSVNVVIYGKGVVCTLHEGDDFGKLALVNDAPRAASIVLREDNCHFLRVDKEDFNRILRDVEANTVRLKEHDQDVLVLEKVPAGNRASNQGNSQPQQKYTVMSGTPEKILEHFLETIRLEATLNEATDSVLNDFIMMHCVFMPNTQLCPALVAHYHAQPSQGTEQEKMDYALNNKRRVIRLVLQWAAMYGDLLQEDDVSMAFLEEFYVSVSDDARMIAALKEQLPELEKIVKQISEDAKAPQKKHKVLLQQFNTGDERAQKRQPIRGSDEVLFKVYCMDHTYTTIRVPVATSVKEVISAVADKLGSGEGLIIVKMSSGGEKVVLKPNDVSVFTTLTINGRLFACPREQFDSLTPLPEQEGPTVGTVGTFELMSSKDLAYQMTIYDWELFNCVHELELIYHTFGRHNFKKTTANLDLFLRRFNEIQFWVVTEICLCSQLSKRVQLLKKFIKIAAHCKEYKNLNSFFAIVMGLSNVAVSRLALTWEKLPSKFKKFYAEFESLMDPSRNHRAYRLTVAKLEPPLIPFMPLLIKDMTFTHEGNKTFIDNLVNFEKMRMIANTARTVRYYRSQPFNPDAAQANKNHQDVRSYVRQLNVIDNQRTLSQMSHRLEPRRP
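In this primary screen, activation is scored as increased exchange of BODIPY-GDP from Rap1B by 100 nM EPAC2, with 50 uM GDP as competitor. Signal is normalized to the 6.5 mM cAMP agonist control.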
ATXN2 expr inh = inhibitors of ATXN2 expression. HEK-293 ATXN2-luciferase reporter, luminescence, 24 h. Potency, µM (highest dose often 57 µM), for inactives: at the top dose activity change, negative = inhibition, usual class: inhibitors. actives 0.72% (n = 360,000). AID 1745845; also: potency is read from the fitted curve at half-maximal effect; % is scaled to controls: 0 for no effect and ±100 for the full control effect; nearly all actives have a fitted effect of over 55% in size
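ATXN2-luciferase reporter cells (luciferase flanked by upstream and downstream ATXN2 gene portions) were treated 24 h at 37 °C with compounds at up to 57 uM. SteadyGlo luminescence gave expression; GF-AFC fluorescence gave viability.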
TGFb inhibitor = inhibitors of TGF-b signaling; HepG2 CAGA-GFP TGF-b/SMAD3 reporter, GFP fluorescence, 18 h; TGF-beta stimulated, 500 pg/mL final; Potency, µM (top dose mostly 46.1 µM), for inactives: at the top dose activity, negative = inhibition, hits mostly inhibitors; actives 1.2% (n = 410,000); AID 588855; also: potency is read from the fitted curve at half-maximal effect; % is scaled to controls: 0 for no effect and ±100 for the full control effect; nearly all actives have a fitted effect of over 65% in size
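TGF-beta reporter screen: HEPG2 CAGA-GFP, 1% FBS, 500 pg/mL TGF-beta final, 18 h; per-cell GFP summed per well; curves fitted and categorized by class.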
IL2 activator = activates IL-2 in a cell-based reporter assay. actives 0.065% (n = 360,000). IL-2 activation reporter assay, cell-based qHTS; stimulated with anti-CD3/CD4/CD28 beads; in transgenic mouse T cells. activation, % (series mostly up to about 46 µM); in the data active = activation above about 50%; inconclusive = mostly about 30% to 49%; also: 0% is about no effect
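First, unstimulated transgenic mouse T cells were exposed to compound for 60 min. Next, anti-CD3/anti-CD4-coated beads with anti-CD28 were added. Finally, after 18 h at 37 degrees C, EGFP and DsRed were imaged.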
HepG2 tox = HepG2 cytotoxicity, counter-screen for TGF-b inhibitors. AID 588856. Potency, µM (series often up to 46.1 µM), inactives show at the top dose activity change, negative = cytotoxicity, most hits filed as cytotoxic. actives 0.76% (n = 410,000). HepG2 CAGA-GFP viability, ATP luminescence, 18 h; also: potency is read from the fitted curve at half-maximal effect; some results filed as inactive show a strong effect at the top dose
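CellTiter-Glo luminescence gave cytotoxicity after 18 hours at 37 degrees C. The cells were HepG2 CAGA-GFP in 1% FBS DMEM, stimulated with 500 pg/mL TGF-beta after compound addition. %Activity was normalised to no-cell wells (complete cell-killing) and DMSO (no toxicity), and curves were fitted and classified.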
A549 tox = kills or reduces viability of A549 cells in Nrf2 counter-screen. A549 ARE-Fluc cells, CellTiter-Fluor viability, 18-24 h. Potency, µM (top dose mostly 46 µM), for inactives: top-dose activity change, negative = cytotoxicity, usual class: inhibitors. actives 0.16% (n = 390,000); also: potency is read from the fitted curve at half-maximal effect; % is scaled to controls: 0 for no effect and ±100 for the full control effect
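A549 ARE_Fluc cells in 5% FBS OPTI-MEM were exposed to compounds in concentration-response for 18-24 h at 37 deg C. Viability was read by CellTiter-Fluor fluorescence (Ex 405/Em 525) after 30 min, before the luciferase read.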
ATXN viability = reduces viability in counter-screen for ATXN expression inhibitors. actives 0.49% (n = 400,000). S2 cells (HEK-293 line with an ATXN2-luciferase reporter) viability, CellTiter-Fluor protease fluorescence, 24 h. AID 651635. Potency, µM (highest dose often 56.7 µM), actives largely listed as cytotoxic; also: potency is read from the fitted curve at half-maximal effect; nearly all actives have a fitted effect of over 40% in size
Nrf2 inh = blocks Nrf2 signaling. Potency, µM (titrated, usually from 46 µM), without a hit: at the highest dose activity change, negative = inhibition, hits mostly inhibitors. actives 2.1% (n = 360,000). A549 ARE-Fluc reporter, luciferase luminescence, 18-24 h; also: potency is read from the fitted curve at half-maximal effect; % is scaled to controls: 0 for no effect and ±100 for the full control effect; nearly all actives have a fitted effect of over 60% in size
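In this cell-based qHTS, ARE-driven firefly luciferase in A549 cells reports Nrf2 activity; the luminescent signal after BugLite lysis is the measured value, with a prior CellTiter-Fluor read for cell health.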
Numbers without * were called inactive; i = inactive; u = inconclusive; x = not tested or not shown; & = joins results of further samples; [ ] = remark or other dose. Unless noted, calls follow the shape of the dose curve; as a rule, active = well fitted curve in the direction sought with a large enough effect; inconclusive = small, poorly fitted or top-dose-only effect, or another doubt; inactive = no such curve, though single readings can be large; an effect the other way counts as inactive or inconclusive. Compounds as they come; about 4.3% have a hit in one of these screens.

No.	canonical_smiles	Nrf2 ARE act	EPAC2 ag	ATXN2 expr inh	TGFb inhibitor	IL2 activator	HepG2 tox	A549 tox	ATXN viability	Nrf2 inh
1	O=C1OC(/C=C/c2ccccc2)=NC/1=C/c1ccco1	0.3%	5.9%	-7.2%	-19.2%	-5.4	2.4%	1.5%	i	7.4%
2	COc1ccc(NC(=S)N2CCN(c3ccccc3)CC2)c(OC)c1	-0.2%	4.5%	4.8%	21.9%	-3.1	2.2%	9.2%	i	-12.5%
3	Cn1c(Cl)cnc1C1CC(=O)c2cc(Cl)ccc2O1 (stereo not drawn)	u	-4.4%	u	u	-0.8	-57.0%	-8.1%	x	u
4	CC1=NN(C(=O)c2ccc(Cn3cc([N+](=O)[O-])cn3)cc2)C(O)(C(F)(F)F)C1 (stereo not drawn)	-0.3%	-7.2%	-23.6%	u	-0.5	-37.8%	-2.4%	u	-4.1%
5	Oc1[nH]c2ccccc2c1N=Nc1c(F)c(F)c(Cl)c(F)c1F	6.5%	-9.8%	x	1.7%	9.0	-12.4%	-0.2%	i	2.1%
6	COc1cccc(NC(=O)c2sc3ncn(CC(=O)N4CCN(c5ccccn5)CC4)c(=O)c3c2C)c1	-0.2%	-0.5%	6.8%	0.7%	-0.1	-7.4%	-1.5%	i	-12.1%
7	COc1cc2cc(CN(Cc3cccnc3)C(=O)NCc3ccccc3)c(=O)[nH]c2cc1OC	0.0%	5.0%	6.6%	-0.7%	0.4	1.1%	-8.4%	i	9.0%
8	COc1ccccc1C(=O)Nc1ccc(C2=NNC(=O)CC2C)cc1 (stereo not drawn)	8.4%	-2.1%	0.1%	2.5%	-0.4	-32.6%	-4.8%	i	12.8%
9	COc1ccc(NC(=O)c2c(C)oc3c2CCCC3)cc1	3.6%	-3.8%	8.6%	-23.0%	0.4	-3.4%	1.2%	i	15.1%
10	Cc1cccc(CSCCNC(=O)c2ccc(CN3CCOCC3)cc2)c1	0.6%	-8.2%	-1.4%	3.0%	-1.2	2.6%	1.7%	i	-6.9%
11	Cc1ccccc1C(=O)O/N=C(\c1ccccc1)c1ccccn1	0.6%	6.0%	11.8%	-13.6%	-0.1	2.8%	-7.0%	i	5.4%
12	Cc1ccccc1OCCSc1nc2ccc(NC(=O)c3ccccc3)cc2s1	2.7%	x	-29.0%	-18.8%	x	-21.9%	4.3%	i	u
13	Cc1ccc(C(CNS(=O)(=O)c2ccc(Cl)cc2)N2CCN(C)CC2)cc1 (stereo not drawn)	2.6%	-0.9%	-12.1%	-15.0%	-1.4	-33.1%	3.8%	u	2.3%
14	Cc1ccc(Nc2c(-c3ccccn3)nc3ccc(Br)cn23)cc1	0.3%	x	11.5%	-34.2%	x	9.5%	1.3%	i	4.0%[9.27 µM]
15	COc1ccc(C(=O)NC(=S)NNC(=O)[C@H]2C[C@@H]2c2ccccc2)cc1OC	0.3%	-3.6%	-38.6%	16.2%	-4.5	36.8%	0.4%	i	16.4µM*
16	CC1Cc2ccccc2N1C(=O)CSc1nnc2c(n1)[nH]c1ccccc12 (stereo not drawn)	0.9%	0.0%[15.6 µM]	-16.2%	28.1%	0.1	12.5%	-3.5%	i	u
17	COc1ccc(-c2oc(=O)n(C)c2-c2ccc(OC)cc2)cc1	7.3%	11.0%	2.0%	18.1%	-0.4	-10.5%	7.8%	i	-22.0%
18	CCN(CCNC(=O)Cn1c(=O)sc2ccccc21)c1ccccc1	-0.6%	2.2%	5.0%	u	-1.9	-2.8%	-4.9%	i	-1.4%
19	NC(c1csc(Nc2ccc(C(=O)NCCCO)cn2)n1)C1CCCCC1 (stereo not drawn)	-0.2%	4.1%	7.4%	-15.1%	-0.8	-10.7%	x	i	x
20	CCN(CC(=O)Nc1ccc(OC)cc1)CC(=O)Nc1ccc(Cl)cc1F	0.1%	3.7%	-16.2%	-5.1%	0.9	0.5%	7.9%	i	0.6%
21	O=C(c1ccc(F)cc1)N1CCN(Cc2ccccc2)CC1	-0.1%	5.3%	-9.5%	30.0%	1.5	0.2%	-4.5%	i	2.7%
22	CCOc1ccc(N2C(=O)Nc3ccccc3C2(O)C(=O)NCc2ccc(OC)cc2)cc1 (stereo not drawn)	-1.0%	-8.3%	-24.1%	-4.5%	-0.6	-34.5%	-0.2%	i	0.3%
23	Cc1cccc(N(CC(=O)NC2CCCC2)C(=O)CS(=O)CC(=O)Nc2ccc3c(c2)OCO3)c1C (stereo not drawn)	-0.4%	-0.9%	-2.1%	0.0%	1.1	-0.5%	1.4%	i	15.7%
24	COc1ccc(CNC(=O)CN(c2cc(C)cc(C)c2)S(=O)(=O)c2c(C)[nH]c(=O)[nH]c2=O)cc1	-0.8%&3.4%	5.6%	3.1%&2.5%	-6.6%&-0.6%	3.0	3.1%&13.4%	7.4%&-2.1%	i	-1.7%&2.7%
25	CCO[C@H]1OC(C(=O)N2CCN(Cc3ccc4c(c3)OCO4)CC2)=C[C@@H](c2ccc3c(c2)OCO3)[C@@H]1CCCO	2.5%	-6.1%	-2.3%	2.9%	0.3	-3.6%	-8.6%	i	-14.7%
26	COCCCNc1nc(N)c([N+](=O)[O-])c(NCc2ccccc2)n1	-0.3%	1.9%	-22.7%	-19.2%	5.0	-7.3%	0.4%	i	-20.8%
27	Cc1c(/C=C2\SC(=Nc3cccc(C(=O)O)c3)NC2=O)c2ccccc2n1C	0.1%	16.4%	33.6%	9.5%	0.3	0.0%	-16.1%	i	4.3%
28	COc1ccc2cc(CNc3ccccc3)c(=O)n(CC(=O)Nc3ccc(C)cc3C)c2c1	-0.1%	x	x	-23.7%	x	-47.3%	-0.5%	x	u
29	CC(=O)C[C@H](O)CC(=O)[C@H]1OC(=O)[C@@H](C)CCCCc2ccccc21	0.0%	-2.6%	10.3%	18.4%	0.2	3.3%	-1.6%	i	10.8%
30	Cc1nn(CCC(=O)N2CCN(S(=O)(=O)c3ccccc3)CC2)c(C)c1C	-0.1%	3.5%	-7.9%	15.8%	1.2	4.4%	-11.7%	i	-2.6%

One compound at a time, as listed above. Order of screens: Nrf2 ARE act	EPAC2 ag	ATXN2 expr inh	TGFb inhibitor	IL2 activator	HepG2 tox	A549 tox	ATXN viability	Nrf2 inh
CCN(CCNC(=O)Cn1c(=O)sc2ccccc21)c1ccccc1 is listed as -0.6%	2.2%	5.0%	u	-1.9	-2.8%	-4.9%	i	-1.4%
COc1ccc2cc(CNc3ccccc3)c(=O)n(CC(=O)Nc3ccc(C)cc3C)c2c1 is listed as -0.1%	x	x	-23.7%	x	-47.3%	-0.5%	x	u
Cc1nn(CCC(=O)N2CCN(S(=O)(=O)c3ccccc3)CC2)c(C)c1C is listed as -0.1%	3.5%	-7.9%	15.8%	1.2	4.4%	-11.7%	i	-2.6%
CCO[C@H]1OC(C(=O)N2CCN(Cc3ccc4c(c3)OCO4)CC2)=C[C@@H](c2ccc3c(c2)OCO3)[C@@H]1CCCO is listed as 2.5%	-6.1%	-2.3%	2.9%	0.3	-3.6%	-8.6%	i	-14.7%
Cc1c(/C=C2\SC(=Nc3cccc(C(=O)O)c3)NC2=O)c2ccccc2n1C is listed as 0.1%	16.4%	33.6%	9.5%	0.3	0.0%	-16.1%	i	4.3%

The list goes on.
No.	canonical_smiles	Nrf2 ARE act	EPAC2 ag	ATXN2 expr inh	TGFb inhibitor	IL2 activator	HepG2 tox	A549 tox	ATXN viability	Nrf2 inh
31	CCOc1ccc(Oc2ccc(NS(=O)(=O)c3cc(C(=O)O)ccc3Cl)cc2)cc1	-0.4%	2.5%	-1.6%	-0.1%	1.2	1.2%	5.0%	i	-17.5%
32	O=C(O)CN1C(=O)/C(=C\c2cc([N+](=O)[O-])ccc2OCc2ccccc2Cl)SC1=S	0.2%	5.1%	0.6%	6.3%	0.5	6.4%	-0.3%	i	3.9%
33	COc1ccccc1NS(=O)(=O)c1cc(N/C(=N\S(=O)(=O)c2ccccc2)c2ccc(F)cc2)ccc1Cl	-0.6%	7.2%	0.6%	1.3%	-0.2	-18.5%	-14.3%	i	-19.4%
34	Cc1cc2c(C)cc(=O)oc2c2c1NCCC2	-0.3%	3.7%	11.4%	-26.6%	-1.0	2.3%	u	x	x
35	Cc1cc2ccccc2n1CCNC(=O)c1cc(C(F)(F)F)cc(C(F)(F)F)c1	-0.9%	x	3.1%	4.2%	x	-23.0%	3.8%	i	9.4%
36	CC(=O)c1ccc(N2CCN(CC(=O)Nc3ccccc3N3CCOCC3)CC2)cc1	0.0%	-5.8%	-1.8%	-4.9%	-2.7	-5.6%	0.1%	i	18.9%
37	CCN(CC)c1cc(C)c2ccccc2n1	0.3%	1.0%	7.4%	-6.2%	0.8	4.2%	4.7%	i	-1.2%
38	CC(=O)c1ccc(S(=O)(=O)N(C)CC(=O)Nc2cc(C)on2)cc1	-0.2%	1.9%	7.8%	1.4%	0.5	6.4%	0.2%	i	u
39	CCCc1nnc(NC(=O)c2oc3ccccc3c2COCC)s1	2.4%	-3.7%	26.2%	17.6%	0.7	-0.3%	2.0%	i	2.5%
40	Cn1ncc(Br)c1C(=O)Nc1cccc(C(F)(F)F)c1	6.5%	-1.2%	-5.4%	2.1%	1.7	-5.3%	0.7%	i	-12.4%
41	Nc1ncnc2c1nc(Br)n2C1CC(O)C(CO)O1 (stereo not drawn)	x	x	x	2.0%	x	-2.4%	-1.0%	x	22.8%
42	O=C(COC(=O)CSc1cccc2cccc(Cl)c12)Nc1ncc(C(F)(F)F)cc1Cl	2.4%	-9.0%	1.8%	-9.3%	-1.5	-1.3%	0.1%	i	u
